Nrf2 ARE act = qHTS of Nrf2 Activators; 410,000 tested, 0.31% active; AREc32 ARE-luciferase reporter (MCF7-derived line), luminescence, 24 h; Potency, µM (highest dose often 46.1 µM), for the others: at the top dose activation, actives largely listed as activators; AID 624171, 2012; also: potency is read from the fitted curve at half-maximal effect; % of control where 0% means no effect; nearly all actives have a fitted effect of over 65% in size
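Cells of the AREc32 ARE-luciferase line are plated in OPTI-MEM containing 5% FBS and left overnight at 37 deg C. Compounds are pinned in, incubation continues 24 hr, and firefly luciferase signal is then measured.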
HepG2 tox = qHTS for Inhibitors of TGF-b: Cytotox Counterscreen. HepG2 CAGA-GFP viability, ATP luminescence, 18 h. Potency, µM (doses to about 46.1 µM), inactives show top-dose activity change, negative = cytotoxicity, most hits filed as cytotoxic. 410,000 tested, 0.76% active; also: potency is read from the fitted curve at half-maximal effect; some results filed as inactive show a strong effect at the top dose
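CellTiter-Glo luminescence gave cytotoxicity after 18 hours at 37 degrees C. The cells were HepG2 CAGA-GFP in 1% FBS DMEM, stimulated with 500 pg/mL TGF-beta after compound addition. %Activity was normalised to no-cell wells (complete cell-killing) and DMSO (no toxicity), and curves were fitted and classified.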
TGFb SMAD3 inh = qHTS for Inhibitors of TGF-b; HepG2 CAGA-GFP TGF-b/SMAD3 reporter, GFP fluorescence, 18 h; TGF-beta stimulated, 500 pg/mL final; Potency, µM (top dose mostly 46.1 µM), without a hit: at the highest dose activity, negative = inhibition, usual class: inhibitors; 410,000 tested, 1.2% active; AID 588855, 2011; also: potency is read from the fitted curve at half-maximal effect; % is scaled to controls: 0 for no effect and ±100 for the full control effect; nearly all actives have a fitted effect of over 65% in size
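GFP signal (ex488/em500-530) from TGF-beta-stimulated HEPG2 CAGA-GFP cells, 500 pg/mL final, 18 h at 37 degrees C in DMEM plus 1% FBS, normalized to unstimulated and DMSO-stimulated controls.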
S2 tox = Viability Counterscreen for Primary qHTS for Inhibitors of ATXN expression; 400,000 tested, 0.49% active; Potency, µM (doses to about 56.7 µM), most hits filed as cytotoxic; S2 cells (HEK-293 line with an ATXN2-luciferase reporter) viability, CellTiter-Fluor protease fluorescence, 24 h; also: potency is read from the fitted curve at half-maximal effect; nearly all actives have a fitted effect of over 40% in size
ATXN2 expr inh = Primary qHTS for Inhibitors of ATXN expression. 360,000 tested, 0.72% active. AID 1745845, 2022. Potency, µM (series often up to 57 µM), inactives show top-dose activity change, negative = inhibition, actives largely listed as inhibitors. HEK-293 ATXN2-luciferase reporter, luminescence, 24 h; also: potency is read from the fitted curve at half-maximal effect; % is scaled to controls: 0 for no effect and ±100 for the full control effect; nearly all actives have a fitted effect of over 55% in size
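ATXN2-luciferase reporter cells (luciferase flanked by upstream and downstream ATXN2 gene portions) were treated 24 h at 37 °C with compounds at up to 57 uM. SteadyGlo luminescence gave expression; GF-AFC fluorescence gave viability.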
EPAC2 ag = qHTS for Agonist of cAMP-regulated guanine nucleotide exchange factor 4 (EPAC2): primary screen; Rap guanine nucleotide exchange factor 4 (Homo sapiens), Q8WZA2; 360,000 tested, 0.079% active; EPAC2 activation, biochemical qHTS; response scale: 100% = 6.5 mM cAMP response; AID 720711, 2013; Potency, µM (highest dose often 154 µM), inactives show at the top dose activation, usual class: activators; also: potency is read from the fitted curve at half-maximal effect; nearly all actives have a fitted effect of over 50% in size
Target sequence (Q8WZA2 whole entry, looked up): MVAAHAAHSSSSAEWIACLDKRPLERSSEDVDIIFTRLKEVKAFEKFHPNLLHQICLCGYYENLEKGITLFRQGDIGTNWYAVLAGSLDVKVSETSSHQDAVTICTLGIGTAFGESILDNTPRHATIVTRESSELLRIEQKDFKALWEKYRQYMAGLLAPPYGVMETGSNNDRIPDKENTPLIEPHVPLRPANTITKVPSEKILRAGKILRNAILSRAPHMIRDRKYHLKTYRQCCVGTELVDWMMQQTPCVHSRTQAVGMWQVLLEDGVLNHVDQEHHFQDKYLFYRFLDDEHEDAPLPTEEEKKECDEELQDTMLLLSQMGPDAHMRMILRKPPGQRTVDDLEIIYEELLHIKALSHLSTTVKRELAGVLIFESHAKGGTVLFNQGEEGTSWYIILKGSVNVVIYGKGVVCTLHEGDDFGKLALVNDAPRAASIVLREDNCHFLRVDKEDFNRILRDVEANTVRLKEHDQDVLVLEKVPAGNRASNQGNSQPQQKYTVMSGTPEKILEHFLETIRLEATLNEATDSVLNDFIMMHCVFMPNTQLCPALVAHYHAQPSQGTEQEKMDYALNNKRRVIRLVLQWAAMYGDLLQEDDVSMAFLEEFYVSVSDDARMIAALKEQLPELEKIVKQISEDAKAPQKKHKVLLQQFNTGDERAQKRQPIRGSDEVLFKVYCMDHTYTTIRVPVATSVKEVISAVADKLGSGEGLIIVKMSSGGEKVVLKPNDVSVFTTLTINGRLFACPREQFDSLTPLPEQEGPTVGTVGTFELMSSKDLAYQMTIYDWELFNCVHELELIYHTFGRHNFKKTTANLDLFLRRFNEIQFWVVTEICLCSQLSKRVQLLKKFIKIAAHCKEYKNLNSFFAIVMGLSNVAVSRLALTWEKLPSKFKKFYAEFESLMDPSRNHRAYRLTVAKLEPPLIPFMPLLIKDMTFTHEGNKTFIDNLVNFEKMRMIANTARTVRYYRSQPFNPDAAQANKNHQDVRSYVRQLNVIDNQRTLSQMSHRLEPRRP
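Setup: EPAC2 100 nM, labeled Rap1B complex 250 nM, free GDP 50 uM. Compound titrations pinned in, brief spin, 5 min room temperature incubation. Kinetic fluorescence read over 30 min, normalized to 6.5 mM cAMP.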
IL-2 act = qHTS of IL-2 Activators. IL-2 activation reporter assay, cell-based qHTS; stimulated with anti-CD3/CD4/CD28 beads; in transgenic mouse T cells. activation, % (series mostly up to about 46 µM). 360,000 tested, 0.065% active. AID 652025, 2013; in the data active = activation above about 50%; inconclusive = mostly about 30% to 49%; also: 0% is about no effect
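Quantitative HTS in unstimulated transgenic mouse T cells, with memory T cells as non-tolerant control and PMA/ionomycin as tolerance-bypass control. Compound pretreatment lasted 60 minutes before 18 h bead stimulation; EGFP/DsRed fluorescence read.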
A549 viability = Nrf2 qHTS screen for inhibitors: counterscreen for cytotoxicity; A549 ARE-Fluc cells, CellTiter-Fluor viability, 18-24 h; Potency, µM (series often up to 46 µM), for inactives: at the top dose activity change, negative = cytotoxicity, actives largely listed as inhibitors; 390,000 tested, 0.16% active; AID 504648, 2011; also: potency is read from the fitted curve at half-maximal effect; % is scaled to controls: 0 for no effect and ±100 for the full control effect
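A549 ARE-Fluc cells in 5% FBS OPTI-MEM, 5000 cells/well, rested 2 h then exposed to compounds in concentration-response for 18-24 h at 37 °C. Viability by CellTiter-Fluor fluorescence (Ex 405/Em 525) after 30 min; luciferase luminescence (BugLite, 15 min, RT) read afterwards.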
Nrf2 block = Nrf2 qHTS screen for inhibitors; Potency, µM (series often up to 46 µM), for the others: at the top dose activity change, negative = inhibition, hits mostly inhibitors; 360,000 tested, 2.1% active; A549 ARE-Fluc reporter, luciferase luminescence, 18-24 h; also: potency is read from the fitted curve at half-maximal effect; % is scaled to controls: 0 for no effect and ±100 for the full control effect; nearly all actives have a fitted effect of over 60% in size
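Reporter: ARE-Fluc in A549. Exposure: 18-24 h, 37 °C, 5% CO2, 5% FBS OPTI-MEM. Readouts: fluorescent cytotoxicity (CellTiter-Fluor), then luminescent Nrf2 signal after BugLite.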
* = called active by the depositor; i = inactive; ? = inconclusive; . = no result given; [ ] = dose if it differs, or a comment. Unless noted, calls follow the shape of the dose curve; as a rule, active = well fitted curve in the direction sought with a large enough effect; inconclusive = small, poorly fitted or top-dose-only effect, or another doubt; inactive = no such curve, though single readings can be large; an effect the other way counts as inactive or inconclusive. Rows were taken by chance, and some 4.3% of all compounds hit somewhere here.

SMILES	Nrf2 ARE act	HepG2 tox	TGFb SMAD3 inh	S2 tox	ATXN2 expr inh	EPAC2 ag	IL-2 act	A549 viability	Nrf2 block
COc1ccc(C(O)C(CC(=O)NCCCOC(C)C)C(=O)NCCCOC(C)C)cc1OC (stereo not given)	0.3%	28%	-9%	i	0%	5%	-0.3	-2%	-1%
CCCCN(C(=O)c1[nH]c(C)c(C(=O)OCC)c1C)c1c(N)n(CCCC)c(=O)[nH]c1=O	0.8%	-35%	-10%	i	7%	1%	0.1	0%	-6%
Cc1cc([N+](=O)[O-])ccc1NCc1ccc2ccccc2c1	-0.5%	-7%	20µM*	i	5%	11%	-0.1	-7%	-5%
CSCC(=O)N1CCC(n2nccc2NC(=O)CCc2ccccc2)CC1	-0.5%	8%	8%	i	3%	-5%	0.9	-5%	1%
COC(=O)c1ccc2c(=O)[nH]c(CSc3nnc(C(F)(F)F)n3C)nc2c1	-0.7%	0%	-4%	i	-9%	-7%	0.1	-2%	-20%
O=C(NCCN1CCOCC1)c1ccc2c(c1)N(Cc1c(F)cccc1Cl)C(=O)c1ccccc1S2	8.2%	-16%	?	i	?	13%	1.9	19%	-19%
Cc1ccc(CN2C(=NC(=O)CCC(=O)O)SC3CS(=O)(=O)CC32)cc1 (stereo not given)	-0.5%	9%	9%	i	5%	9%	-0.1	3%	-3%
CCCNC(=O)Nc1ccc(C(F)(F)F)cc1	0.2%	-14%	4%	i	7%	2%	-2.7	1%	8%
O=c1c(Cc2c(F)cccc2Cl)c(O)ccn1CCc1ccccn1	-0.2%	-16%	-7%	i	-3%[11.3 µM]	0%	-2.4	9%	-9%
COc1cc2c(C(=O)O)c(C)n(C)c2c2ccccc12	-0.7%	21%	12%	i	-4%	5%	-1.9	-4%	-24%
O=C(CCN1C(=O)C2C3C=CC(C3)C2C1=O)Nc1ccc2ncccc2c1 (stereo not given)	2.0%	-2%	3%	i	19%	12%	1.5	-6%	-18%
S=c1[nH]nc(NCCc2ccccc2)s1	-0.7%	-5%	-5%	i	18%	10%	-3.3	2%	-18%
COc1ccc(S(=O)(=O)c2c(Nc3c(C)cccc3C)sc(C(=O)c3ccc4c(c3)OCO4)c2N)cc1	-0.1%	4%	-21%	i	-7%	.	.	-27%	.
CC(C)(C)c1cc(CCC(=O)NNC(=O)c2ccco2)cc(C(C)(C)C)c1O	-0.1%	-6%	-8%	i	?	-3%	-0.3	16%	-15%
c1ccc(-c2ccc(-c3[nH]ncc3CN3CCC(N4CCSCC4)CC3)cc2)cc1	3.0%	-25%	-2%	i	.	8%	0.7	-2%	0%
C[C@]12C=CC(=O)C=C1CC[C@@H]1[C@@H]2C(=O)C[C@@]2(C)[C@H]1CC[C@]2(O)C(=O)COC(=O)CCC(=O)O	-0.1%	0%	0%	i	2%	22%	-0.5	-8%	?
O=C1Nc2ccc([N+](=O)[O-])cc2OC1CCN1CCCC1 (stereo not given)	0.4%	-4%	19%	i	0%	0%	1.3	-17%	1%
Cc1nnc2c3ccccc3nc(N3CCN(c4cccc(Cl)c4)CC3)n12	0.6%	-32%	?	.	.	.	.	-22%	?
O=C(C1CCCN(Cc2cccs2)C1)N1CCCCCC1 (stereo not given)	-0.9%	-6%	-2%	i	-4%	8%	-3.8	14%	.
CC1C(=O)N(Cc2cn(CCC3OCCCO3)nn2)CCS(=O)(=O)N1Cc1ccc(-c2ccc(F)cc2)cc1 (stereo not given)	1.1%	-14%	-19%	?	?	14%	-1.6	.	.

Fetched by compound from the list above (2):
SMILES	Nrf2 ARE act	HepG2 tox	TGFb SMAD3 inh	S2 tox	ATXN2 expr inh	EPAC2 ag	IL-2 act	A549 viability	Nrf2 block
O=C1Nc2ccc([N+](=O)[O-])cc2OC1CCN1CCCC1 (stereo not given)	0.4%	-4%	19%	i	0%	0%	1.3	-17%	1%
O=c1c(Cc2c(F)cccc2Cl)c(O)ccn1CCc1ccccn1	-0.2%	-16%	-7%	i	-3%[11.3 µM]	0%	-2.4	9%	-9%

Further compounds follow.
SMILES	Nrf2 ARE act	HepG2 tox	TGFb SMAD3 inh	S2 tox	ATXN2 expr inh	EPAC2 ag	IL-2 act	A549 viability	Nrf2 block
O=C(C[C@H]1C[C@H]2c3cc(NS(=O)(=O)c4ccc(F)cc4)ccc3O[C@H]2[C@H](CO)O1)NCc1ccncc1	0.2%	-1%	-15%	i	-3%	-5%	-1.4	.	.
CN1c2ccccc2C2(C)CCCC3=Cc4cccc([N+](=O)[O-])c4OC312 (stereo not given)	-0.3%	-38%	-27%	i	-6%	6%	-0.4	7%	-15%
CSC1=C(C#N)C(c2ccccc2Cl)C2=C(N1)c1ccccc1C2=O (stereo not given)	2.1%	5%	18%	?	-18%	-8%	0.7	0%	-18%
C=CCN=C(NC#N)SCCc1ccccc1	0.3%	1%	9%	i	15%	0%	-2.1	-2%	.
O=C(O)CN(c1ccccc1[N+](=O)[O-])S(=O)(=O)c1ccccc1	2.1%	-11%	-1%	i	8%	6%	2.4	-1%	-4%
c1nnc(NCNc2nncs2)s1	-3.2%	-5%	-17%	?	.	-1%	2.5	.	.
Cc1cc(Br)ccc1SCC(=O)N1CCN(S(=O)(=O)c2ccccc2)CC1	0.4%	-21%	0%	i	-2%	3%	-2.7	-5%	-24%
O=S(=O)([O-])CCC[n+]1c(SCCCS(=O)(=O)O)sc2ccc(Cl)cc21	0.3%	4%	?	i	1%	0%	-0.5	1%	11%
CC1CCCCC12NC(=O)N(CC(=O)OCC(=O)Nc1ccc(F)cc1[N+](=O)[O-])C2=O (stereo not given)	0.2%	-15%	-11%	i	5%	-8%	-0.6	3%	-3%
Cc1ccc2[nH]c(=O)c(CN(Cc3cccs3)Cc3nnnn3Cc3ccco3)cc2c1	.	-27%	?	.	.	.	.	-6%	?
COC1=CC(=Cc2c(N)n3nc(CC(=O)N4CCCCC4)sc3nc2=O)C=C(OC)C1=O	-0.1%	3%	?	.	-3%	12%	85*	?	3%
O=C(NCc1cccnc1)C1c2ccccc2C(=O)N1C1CCCCCC1 (stereo not given)	-0.2%	-3%	6%	?	22%	4%	-0.5	4%	7%
Cc1cn(-c2ccccc2)c(C)c1/C=N\Nc1nc(N2CCOCC2)nc(N2CCOCC2)n1	0.3%	-35%	4%	i	.	7%	-2.4	7%	-3%
N/C(=N\c1nc2ccccc2o1)NC(=O)C(Cc1ccccc1)N1C(=O)c2ccccc2C1=O (stereo not given)	-0.3%	-6%	0%	?	-16%	-4%	0.1	-20%	21%
COCCCN1C(=O)c2ccc(C(=O)Nc3ccc(OC)cc3OC)cc2C1=O	0.1%	2%	-4%	i	2%	-10%	-1.8	1%	.
Cc1nn(Cc2ccccc2)c(=O)c2nn(-c3ccc(Cl)cc3)c(C)c12	-0.5%	12%	-19%	i	-10%	16%	-2.0	-5%	-16%
O=[N+]([O-])c1ccc(C2CCCC/C2=N/OCc2ccccc2F)c([N+](=O)[O-])c1 (stereo not given)	1.8%	-8%	-30%	i	-9%	-5%	-0.2	-3%	.
Cc1ccc(C(=O)NNC(=O)c2ccc(NS(=O)(=O)c3cccs3)cc2)s1	-0.5%	-35%	-1%	i	2%	-4%	-1.8	0%	8%
CCc1ccc(NC(=O)C2CCN(S(=O)(=O)c3ccc4c(c3)NC(=O)CO4)CC2)cc1	0.3%	-13%	?	i	?	-4%	2.9	0%	?
Cc1nc(SCC(=O)Nc2ccccc2C(F)(F)F)c2c(=O)n(C)c(=O)n(C)c2n1	0.7%	-5%	4%	i	-33%	4%	-3.3	5%	-8%
COc1ccc(N2CCN(C(=O)COC(=O)c3ccc(CSC)o3)CC2)cc1	-0.3%	-40%	-9%	i	-12%	16%	1.8	0%	4%
CC(C)(C)C(=O)CSc1nc(N)cc(=O)[nH]1	-0.8%	-1%	-5%	i	.	3%	-0.8	4%	2%
CC1=C(C(=O)N(C)C)CC(CC(=O)NCCc2ccccn2)C(=O)N1Cc1ccc(C(C)(C)C)cc1 (stereo not given)	-0.7%	-6%	16%	i	1%	3%	3.0	.	.
Cc1cc2c(cc1S(=O)(=O)CCC(=O)Nc1ccc(OC(F)(F)F)cc1)OCC(=O)N2	0.5%	-5%	4%	i	-4%	.	.	5%	?
CC(C)(C)OC(=O)N1CCC[C@@H]1CO	-1.1%	5%	2%	i	4%	0%	0.2	-2%	11%
COc1ccccc1CC(=O)NCCN1CCCCC1	-0.9%	23%	31%[activator]	i	1%	-7%	0.8	7%	4%
CCOc1ccc(CCNC(=O)COC(=O)c2ccc(OC(C)C)cc2)cc1OCC	0.3%	-22%	2%	i	-13%	-6%	-0.6	0%	-14%
Cc1cc(C)cc(NCc2ccncc2)c1	0.2%	-1%	5%	i	-5%	9%	0.8	1%	1%
COC(=O)c1ccc(C(=O)OC)c(NC(=O)COC(=O)C2CCC(C(C)(C)C)CC2)c1 (stereo not given)	0.4%	-2%	-17%	i	-3%	6%	-3.0	-19%	-30%
COc1ccc(CNC(=O)c2cc3cc(C)ccc3n2C)cc1	-0.4%	-22%	0%	?	77%[activator]	.	.	0%	?
Cc1ccccc1NC(=O)CN1C(=O)C2C3CC(C(Br)C3Br)C2C1=O (stereo not given)	-0.2%	1%	-22%	i	4%	-2%	-3.8	-2%	17%
CCN(C(=O)CSc1n[nH]c(-c2ccc(OC)cc2)n1)c1c(N)n(Cc2ccccc2)c(=O)[nH]c1=O	0.0%	-8%	-11%	i	1%	0%	7.3	1%	-2%

Assay outcomes: PubChem, National Center for Advancing Translational Sciences (NCATS)
